DUSP3 inh: DUSP3 (human) phosphatase inhibition. P51452. recombinant VHR phosphatase, pNPP absorbance. inhibition, % at 13.3 µM. 290,000 compounds, 0.52% hits. AID 1654; in the data active = inhibition above about 50%; note: some compounds called inactive have numbers as strong as hits
Target sequence (P51452 whole entry, looked up): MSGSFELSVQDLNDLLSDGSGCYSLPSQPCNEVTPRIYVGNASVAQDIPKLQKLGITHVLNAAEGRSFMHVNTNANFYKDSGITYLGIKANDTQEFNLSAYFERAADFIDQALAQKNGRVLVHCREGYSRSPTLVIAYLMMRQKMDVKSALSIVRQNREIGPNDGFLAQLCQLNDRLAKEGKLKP
TcdB GH inh: TcdB glycohydrolase inhibition; TcdB glycohydrolase enzymatic assay, plate reader; AID 652162; 350,000 compounds, 0.24% hits; P18177; inhibition, % at 9.99 µM; in the data active = inhibition above about 10%
PfHsp40 rescue: restores yeast growth despite PfHsp40 toxicity. AID 504582. 340,000 compounds, 0.68% hits. S. cerevisiae expressing PfHsp40, growth rescue, ATP luminescence. growth rescue, % at 12.5 µM; in the data active = growth rescue above about 28%, passing the limit was not always enough; inconclusive = no clear call, values can overlap the other calls;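 note: yeast W303a lacking pdr1 and pdr3 grown in galactose medium; growth measured after three days at 30 °C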
SSB-PriA inh: K. pneumoniae PriA-SSBct interaction inhibition | AlphaScreen SSBct-PriA binding, biotinylated peptide | AID 1272365 | 430,000 compounds, 0.6% hits | inhibition, % at 33 µM; in the data active = inhibition mostly above about 37%, no sharp cut-off; inactive = mostly below about 20%;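 note: plate controls were negative control peptide for no effect and reference peptide for full effect; strong numbers were not always called active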
Vc quorum ag: quorum light induction in luxS cqsA deficient V. cholerae; V. cholerae BH1578 lux reporter, luminescence, 6 h; activation, % at 18.7 µM; 350,000 compounds, 0.16% hits; in the data active = activation mostly above about 9.7%, no sharp cut-off; inconclusive = no clear call, values can overlap the other calls; inactive = mostly below about 3.7%; note: not every result past the cut was called active; inactives centre near 0; reference of the scale not given here
Yp Topo-I inh: Y. pestis Topo-I inhibition via cleavage products. Y. pestis Topo-I cleavage product accumulation, plate reader. activity, % at 10 µM. 360,000 compounds, 0.064% hits. AID 504884; in the data active = activity above about 50%, passing the limit was not always enough; inconclusive = no clear call, values can overlap the other calls; note: inactives centre near 2
Anthrax LF inh2: inhibitors of Bacillus anthracis lethal factor protease; P15917; multiplex microsphere protease cleavage assay, LF; inhibition, % at 10 µM; 360,000 compounds, 0.12% hits; AID 588501; in the data active = inhibition above about 30%; inconclusive = no clear call, values can overlap the other calls; note: plate controls were buffer without enzyme for full effect and enzyme alone for no effect
MazEF act: activators of E. coli MazEF toxin-antitoxin RNase; FAM/BHQ RNA-DNA oligo cleavage fluorescence, 5 h; activation, % at 20 µM; 350,000 compounds, 0.32% hits; in the data active = activation above about 50%
Target sequence (P0AE70 whole entry, looked up): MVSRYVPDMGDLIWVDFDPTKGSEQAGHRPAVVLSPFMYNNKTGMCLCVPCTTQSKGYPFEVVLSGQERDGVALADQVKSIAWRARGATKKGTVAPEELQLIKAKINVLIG
Rv3671c inh: Rv3671c (M. tuberculosis) protease inhibition; P9WHR9; inhibition, % at 5.96 µM; 320,000 compounds, 0.048% hits; AID 2606; in the data active = inhibition above about 38%;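 note: extracellular domain of Rv3671c used as enzyme; 0% = enzyme with DMSO and 100% = no enzyme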
Target sequence (P9WHR9 whole entry, looked up, the tested form may be a part): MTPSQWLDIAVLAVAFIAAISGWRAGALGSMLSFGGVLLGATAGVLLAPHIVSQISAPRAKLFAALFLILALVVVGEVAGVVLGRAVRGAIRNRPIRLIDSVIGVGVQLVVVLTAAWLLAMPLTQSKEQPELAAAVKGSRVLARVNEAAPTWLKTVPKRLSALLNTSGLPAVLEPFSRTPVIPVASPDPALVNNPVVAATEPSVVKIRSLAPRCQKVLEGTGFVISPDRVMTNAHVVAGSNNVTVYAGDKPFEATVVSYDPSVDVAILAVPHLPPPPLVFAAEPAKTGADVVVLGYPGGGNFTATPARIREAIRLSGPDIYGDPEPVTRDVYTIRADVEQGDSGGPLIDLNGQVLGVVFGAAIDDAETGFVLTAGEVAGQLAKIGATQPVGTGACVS
3CLpro inhibitor: SARS-CoV 3CLpro protease inhibition | AID 1706 | P0C6X7 | recombinant SARS-CoV 3CLpro, quenched FRET peptide cleavage | 290,000 compounds, 0.14% hits | inhibition, % at 6 µM; in the data active = inhibition above about 12%
* = called active by the depositor; i = inactive; u = inconclusive; x = no result given. Some of the compounds tested; count on the stated rates, not on these rows.

Preview:
SMILES	DUSP3 inh	TcdB GH inh	PfHsp40 rescue	SSB-PriA inh	Vc quorum ag	Yp Topo-I inh	Anthrax LF inh2	MazEF act	Rv3671c inh	3CLpro inhibitor
COc1ccc2nc(/C=N/NC(=O)CCNC(=O)OC(C)(C)C)ccc2c1	8	1.1	-1.5	i	-0.4	6	-21	9	9	0
CCCCCCNC(=O)N[C@@H](Cc1ccc(O)cc1)C(=O)NCCC[C@H]1CN2C(=NC[C@H]2C)N1CC1CCC1	11	x	x	2	x	x	x	16	-5	x

The listing, repeating the preview:
SMILES	DUSP3 inh	TcdB GH inh	PfHsp40 rescue	SSB-PriA inh	Vc quorum ag	Yp Topo-I inh	Anthrax LF inh2	MazEF act	Rv3671c inh	3CLpro inhibitor
COc1ccc2nc(/C=N/NC(=O)CCNC(=O)OC(C)(C)C)ccc2c1	8	1.1	-1.5	i	-0.4	6	-21	9	9	0
CCCCCCNC(=O)N[C@@H](Cc1ccc(O)cc1)C(=O)NCCC[C@H]1CN2C(=NC[C@H]2C)N1CC1CCC1	11	x	x	2	x	x	x	16	-5	x
CCNS(=O)(=O)c1cc(OC)c(Cl)cc1OC	-5	x	1.0	-16	0.7	8	-1	9	1	2
Cn1cc(/C=C/C(=O)N2CCCC(C(=O)c3cccc(C(F)(F)F)c3)C2)cn1 (stereo unspecified)	10	0.9	-0.2	-22	-0.8	8	-7	4	0	-1
O=C(NCc1ccco1)C1CCN(S(=O)(=O)c2cccc3cccnc23)CC1	13	0.5	-0.9	-8	1.3	4	-4	8	-1	x
O=C(CN(C(=O)CNC(=O)c1ccco1)c1ccccc1F)NC1CCCCC1	10	-0.4	-1.3	0	-0.3	7	-4	0	6	8
CN(Cc1cccs1)C(=O)CSc1nc2ccccc2[nH]1	15	0.2	-0.1	8	0.5	3	2	4	-1	2
Cc1nn(C)c(Cl)c1CN1CCC(n2nccc2NC(=O)C2CCCC2)CC1	0	-2.2	0.1	-9	0.0	5	7	-10	x	1
O=C(Nc1ccc2c(c1)OCO2)C1CCCN1C(=O)OCc1ccccc1 (stereo unspecified)	26	x	-1.0	-2	-0.8	-11	1	-2	-5	4
CC(=O)N(/N=C1/C(=O)Nc2ccccc21)c1ccccc1	23	-1.9	-1.4	x	-0.4	19	8	-37	-3	-3
C=CCn1c(=O)c2ccc(C(=O)NCc3ccccc3)cc2n(Cc2ccc(C)cc2)c1=O	11	0.6	-0.3	-13	-0.2	-2	-4	-23	-2	0
Cc1ccc(NC(=O)c2ccc(S(=O)(=O)NCC3CCCO3)cc2)cc1C (stereo unspecified)	-5	0.6	1.8	-11	-1.1	-2	-4	-10	-3	5
COc1ccc(C(CN(C)C)C2(O)CCCCC2)cc1 (stereo unspecified)	x	-0.3	-0.8	-6	-0.4	-1	-2	-1	-6	x
CCn1c(N2CCN(CC(=O)c3c(C)n(C)c4ccc(OC)cc34)CC2)nc2c1c(=O)[nH]c(=O)n2C	0	1.7	-2.1	-5	i	10	u	10	7	0
COC(=O)N/N=C/c1ccccc1OCCOc1ccc(OC)cc1	13	0.3	7.1	i	-0.7	7	0	6	1	5
CC(C)(ONC(=O)Nc1ccccc1Cl)C(=O)O	10	-0.5	0.5	-8	0.1	-10	1	16	6	1
O=C(O)CCC(C(=O)O)N1C(=O)C2C3CCC(C3)C2C1=O (stereo unspecified)	x	1.0	x	x	-1.3	4	-1	-8	x	x
Cc1cccc(C)c1NC(=O)C(NC=O)c1ccccc1 (stereo unspecified)	17	x	0.3	-12	i	5	-1	-2	3	-4
CCCNC(=O)C1CN(C(=O)c2nn(Cc3ccccc3)c(=O)c3ccccc23)c2ccccc2O1 (stereo unspecified)	x	0.0	2.7	2	i	25	-9	4	-1	x
COc1ccc([N+](=O)[O-])cc1NC(=S)NC(NC(C)=O)C(Cl)(Cl)Cl (stereo unspecified)	30	-0.8	0.0	-10	-0.1	-12	-7	-2	-4	0

Complete entries as entered above:
Record of Cc1ccc(NC(=O)c2ccc(S(=O)(=O)NCC3CCCO3)cc2)cc1C (stereo unspecified) : DUSP3 inh: -5; TcdB GH inh: 0.6; PfHsp40 rescue: 1.8; SSB-PriA inh: -11; Vc quorum ag: -1.1; Yp Topo-I inh: -2; Anthrax LF inh2: -4; MazEF act: -10; Rv3671c inh: -3; 3CLpro inhibitor: 5
Record of COC(=O)N/N=C/c1ccccc1OCCOc1ccc(OC)cc1 : DUSP3 inh: 13; TcdB GH inh: 0.3; PfHsp40 rescue: 7.1; SSB-PriA inh: i; Vc quorum ag: -0.7; Yp Topo-I inh: 7; Anthrax LF inh2: 0; MazEF act: 6; Rv3671c inh: 1; 3CLpro inhibitor: 5

Following part
SMILES	DUSP3 inh	TcdB GH inh	PfHsp40 rescue	SSB-PriA inh	Vc quorum ag	Yp Topo-I inh	Anthrax LF inh2	MazEF act	Rv3671c inh	3CLpro inhibitor
O=C(O)c1cc2c(cc1Cl)N1CCCCCC1=NS2(=O)=O	-3	-1.8	0.2	-3	-0.5	2	5	2	3	0
O=S(=O)(CCN1CCSCC1)c1ccc(Cl)cc1	16	0.8	0.0	-9	-2.3	-8	-6	4	-5	-2
O=C(NC1CCCC1)c1n[nH]c2ccccc12	20	1.3	3.1	-8	-0.9	2	-1	10	-6	1
COc1ccc2[nH]c(=O)c(CN(C(=O)NC3CCCCC3)C3CCCC3)cc2c1	4	x	-1.6	-2	x	-7	-10	-6	-1	2
COc1ccc(NC(=O)c2ccc3ccccc3n2)cc1S(=O)(=O)N1CCCCC1	1	x	2.4	-4	-0.3	42	2	-3	-23	-1
Cc1ccc(NC(=O)C2(C)CCN2C(=O)C2CCCCC2)cc1C (stereo unspecified)	x	-1.5	x	x	i	17	-4	x	x	x
O=C(NCCOc1ccc(F)cc1)C1CCC(=O)N(CCN2CCOCC2)C1 (stereo unspecified)	-3	-4.5	-1.8	-19	i	2	4	-6	-4	1
CCOC(=O)N1CCN(c2cc(=O)n(Cc3ccc(F)cc3)c(=O)[nH]2)CC1	26	x	-1.6	-7	-6.7	-1	7	-2	3	4
Cn1c(NC(=O)C(C)(C)Oc2ccc(Cl)cc2)cc(=O)n(C)c1=O	-10	1.9	1.9	-17	-0.2	-2	0	4	8	1
c1ccc(CCn2c(SCc3ccccc3)nnc2-c2ccncc2)cc1	-22	x	0.5	-19	x	18	3	-7	4	2
COc1ccc(Cl)cc1-c1noc([C@@H]2O[C@H](CO)[C@H](O)[C@H](O)[C@H]2O)n1	x	0.2	x	x	-0.3	3	-5	x	x	x
CCN1CCN(c2ccc(NC(=O)c3cccc4ncccc34)cc2)CC1	40	0.0	0.8	5	-1.4	7	-12	3	3	6
CCN(CC)S(=O)(=O)c1ccc(NC(=O)c2cc(=O)[nH]c3ccccc23)cc1	22	1.6	-0.2	12	i	-1	0	7	-2	4
COc1cccc(NC(=S)N2CCN(C(c3ccccc3)c3ccccc3)CC2)c1	29	1.2	-0.5	-2	-0.8	-7	-2	-4	-8	3
N#CC1(Cc2ccccc2)c2ccccc2C=CN1C(=O)c1ccccc1 (stereo unspecified)	-2	x	2.0	11	1.9	28	-5	2	-7	1
Cc1ccc(/C=[N+](\[O-])c2ccc(N(C)C)cc2)c2nsnc12	15	-18	x	23	-0.4	-9	-10	20	x	-1
O=C(CNC(=O)c1cc(=O)[nH]c2ccccc12)Nc1ccc(F)c(F)c1	12	0.0	0.1	-2	i	3	-2	9	-6	6
CC(NC1=NCCS1)c1ccccc1 (stereo unspecified)	7	0.3	4.2	5	3.2	4	-2	2	-2	5
Cc1ccc2[nH]c(O)c(N=NC(N)=S)c2c1	-15	-0.3	0.9	-1	0.2	-5	0	6	0	-4
COc1cccc2c1cc1c(=O)n(CC(=O)N3CCC(C)CC3)nc(C)n12	-15	1.6	3.5	-6	i	7	3	7	2	-6
O=C1CC(N2CCCCC2)C(=O)N1c1ccccc1 (stereo unspecified)	22	x	9.9	-1	-1.4	-4	-3	5	9	-4
CSc1ccccc1NC(=O)Nc1cccc(Cl)c1Cl	-2	x	0.8	-19	-1.3	7	1	-3	-10	-1
Cc1cc(=O)oc2cc(OCC(=O)N3CCOCC3)ccc12	-13	x	1.3	-18	-6.2	-3	-2	-24	x	-4
CCOCC(=O)Nc1nc2ccc(OCC)cc2s1	-4	x	0.5	-6	-0.3	2	0	-1	0	-5
COCCN1C(=O)N(c2cccc(OC)c2)C(=O)C1CC(=O)Nc1cccc(F)c1 (stereo unspecified)	5	0.0	-0.1	-2	-0.2	12	-7	9	x	7
O=C(Nc1cccc(Cl)c1)C1C2C=CC3(O2)C1C(=O)N(CCN1CCCCC1)C3C(=O)NC1CCCCC1 (stereo unspecified)	34	2.8	-1.6	0	-0.5	-6	10	15	-13	-5
Cc1cc(N)c2ccccc2n1	11	1.7	1.7	-6	i	-6	-5	3	5	0
O=C(CSc1nc2ccccc2c(=O)n1-c1ccc(F)cc1)Nc1ccc2c(c1)CCC2	-11	1.3	1.1	-4	-0.4	16	0	-9	-17	-2
CC1Sc2ccc(C(=O)O)cc2NC1=O (stereo unspecified)	-22	x	5.6	-11	-0.4	6	u	2	-1	-1
CCCn1c(=S)[nH]c2sc3c(c2c1=O)CCCC3	-35	0.8	-1.3	4	-0.2	-6	-2	4	1	6
Cc1ccc(NC(=O)CC2Oc3ccc(C)cc3NC2=O)c(C)c1 (stereo unspecified)	20	-0.8	x	5	-0.2	-8	2	-12	-8	-3
CCCOC(=O)c1cccc(NC(=O)COc2ccc([N+](=O)[O-])cc2)c1	6	3.2	0.5	-4	-0.2	6	0	3	-13	-2
Cc1ccc2nc(C3CCN(C(=O)c4ccco4)CC3)[nH]c2c1	18	x	-0.4	4	-0.2	5	-2	3	3	-5
CCS(=O)(=O)N1CCN=C1SC(C)c1ccccc1 (stereo unspecified)	8	2.1	-0.2	-3	i	4	7	4	-2	-3
Cc1ccc(C(=O)N/N=C2\CC3CC=CC23)c(C)c1 (stereo unspecified)	9	1.1	1.7	x	-0.5	1	0	6	-2	1
Cc1nn(Cc2ccc(Cl)c(Cl)c2)c(C)c1NC(=O)c1cc(-c2ccc3c(c2)OCO3)on1	0	x	1.8	8	i	-5	-19	-22	0	-2
Cc1ccc(S(=O)(=O)CNC(=S)c2cccc(Cl)c2)cc1	-8	x	6.6	-11	-0.3	-1	-2	-4	-5	3
O=C(O)CC(NC(=O)c1cccc(F)c1)c1ccc(OC2CCCC2)cc1 (stereo unspecified)	33	-0.9	-1.4	-1	1.4	-4	-3	3	7	-2
COC(=O)c1c(C)[nH]c(C(=O)C(C)OC(=O)C2CC(=O)N(c3ccc(C)cc3)C2)c1C (stereo unspecified)	x	1.7	2.5	-3	i	12	4	-2	-12	x
Cc1cccc(N2CCN(Cc3c(C)n(C)n(-c4ccccc4)c3=O)CC2)c1C	-1	x	23	0	-0.3	15	-6	-6	-5	0
O=C(Oc1ccc(/C=N/Nc2ccccc2)cc1)c1ccccc1	19	x	0.9	x	-0.3	-9	-3	8	-12	6
Cc1ccc(/C=C/C(=O)OCC(=O)NC(C)C)o1	6	0.4	-1.1	-3	0.0	1	1	-6	1	0
CC(=O)Nn1cc2c(c1-c1ccccc1)c(=O)n(C)c(=O)n2C	-21	x	-1.4	-16	i	5	2	1	3	0
CC(=O)c1ccc(N2CCN(C(=O)/C=C/c3ccc(S(=O)(=O)NCc4ccco4)cc3)CC2)cc1	18	-0.2	2.9	-13	2.0	19	-4	-1	-11	-8
COC(=O)c1ccccc1NC(=O)C1CCN(c2ncnc3c2nc2n3CCCCC2)CC1	9	1.3	1.3	0	i	15	x	7	-2	-1
CSC(=Nc1ccccc1)C1=C(O)COC1=O	27	x	0.9	-4	-0.6	6	4	1	-6	2
O=C1CCCc2c1nc(-c1ccc([N+](=O)[O-])cc1)n2O	20	0.4	0.1	-6	-0.4	0	-2	8	-9	5
C=CCn1c(COc2ccccc2)nc2ccccc21	36	0.5	0.3	-9	-0.2	10	17	4	-9	-4
N=c1c2cn[nH]c2nc(SCC(=O)c2ccc(Br)cc2)n1-c1ccc(Br)cc1	10	0.6	0.5	-4	1.6	5	-6	-31	-19	3
Cc1nn(C)c(C)c1/C=C(\C#N)C(N)=O	3	-1.2	0.1	-12	i	-3	-4	6	-11	4
